Source: PubChem BioAssay
Pol beta inh: inhibitors of human DNA polymerase beta. P06746. Pol beta primer extension/strand displacement, fluorescence kinetic. Potency, µM (series often up to 114 µM), for the others: at the highest dose activity change, negative = inhibition, most hits filed as inhibitors. actives 1.3% (n = 340,000); also: potency is read from the fitted curve at half-maximal effect; % is scaled to controls: 0 for no effect and ±100 for the full control effect
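Pol beta (10 nM) was preincubated with compound for 15 min at room temperature. The reaction was then started with 50 nM substrate and read immediately and after a further 10 min at room temperature.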
Pol iota inh: blocks human DNA polymerase iota activity. Pol iota fluorescent replication assay, 10 min. Potency, µM (top dose mostly 115 µM), inactives show at the top dose activity, negative = inhibition, usual class: inhibitors. actives 1% (n = 390,000); also: potency is read from the fitted curve at half-maximal effect
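Fluorescent replication assay read twice, at 0 min and 10 min after adding 50 nM (final) substrate. Enzyme (10 nM) and compounds were first incubated 15 min at room temperature; enzyme-free buffer wells were negative controls.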
Anesthetic bind: candidate novel general anesthetic via apoferritin binding. P02791. apoferritin/1-aminoanthracene competitive binding, fluorescence. Potency, µM (top dose mostly 77.5 µM), for the others: at the highest dose activity change, negative = displacement, actives largely listed as inhibitors. actives 0.074% (n = 350,000). AID 485281; also: potency is read from the fitted curve at half-maximal effect; % is scaled to controls: 0 for no effect and ±100 for the full control effect; nearly all actives have a fitted effect of over 20% in size
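Probe: 1-aminoanthracene (50% saturated, PBS). Protein: horse-spleen apoferritin, 10 uM. Incubation: 10 min, room temperature. Detection: 380 nm excitation, 535 nm emission. Analysis: normalized response, four-parameter Hill.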
Pol eta inh: blocks human DNA polymerase eta activity; actives 1.2% (n = 390,000); Potency, µM (series often up to 114 µM), without a hit: at the top dose activity change, negative = inhibition, actives largely listed as inhibitors; Q9Y253; AID 588591; recombinant Pol eta, fluorescent DNA replication assay; also: potency is read from the fitted curve at half-maximal effect; % is scaled to controls: 0 for no effect and ±100 for the full control effect
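Fluorescent replication assay: 50 nM final substrate added after a 15 min room-temperature compound preincubation with 10 nM enzyme. Signal taken at 0 min and again at 10 min.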
RXFP1 antag: antagonists of human relaxin receptor RXFP1; Q9HBX9; actives 0.59% (n = 350,000); activity change, negative = inhibition, % at 57.5 µM; AID 1259400; HEK293-RXFP1, relaxin-stimulated cAMP HTRF, 30 min; stronger effect = lower value;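 active = activity change of -60% or lower, but not beyond a set lower limit; inconclusive = change between -60% and -40%, or beyond the set limit; inactive = change above -40%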; also: % is scaled to controls: 0 for no effect and ±100 for the full control effect
BLM inh: inhibitors of human Bloom syndrome helicase BLM; AID 2528; recombinant BLM DNA unwinding, fluorescence dequenching; actives 0.2% (n = 350,000); Potency, µM (top dose mostly 56.1 µM), for inactives: at the highest dose activity change, negative = inhibition, actives largely listed as inhibitors; P54132;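 also: potency is read from the fitted curve at half-maximal effect; plate controls were vehicle for no effect and no enzyme for full effect; nearly all actives have a fitted effect of over 35% in size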
Target sequence (P54132 whole entry, looked up): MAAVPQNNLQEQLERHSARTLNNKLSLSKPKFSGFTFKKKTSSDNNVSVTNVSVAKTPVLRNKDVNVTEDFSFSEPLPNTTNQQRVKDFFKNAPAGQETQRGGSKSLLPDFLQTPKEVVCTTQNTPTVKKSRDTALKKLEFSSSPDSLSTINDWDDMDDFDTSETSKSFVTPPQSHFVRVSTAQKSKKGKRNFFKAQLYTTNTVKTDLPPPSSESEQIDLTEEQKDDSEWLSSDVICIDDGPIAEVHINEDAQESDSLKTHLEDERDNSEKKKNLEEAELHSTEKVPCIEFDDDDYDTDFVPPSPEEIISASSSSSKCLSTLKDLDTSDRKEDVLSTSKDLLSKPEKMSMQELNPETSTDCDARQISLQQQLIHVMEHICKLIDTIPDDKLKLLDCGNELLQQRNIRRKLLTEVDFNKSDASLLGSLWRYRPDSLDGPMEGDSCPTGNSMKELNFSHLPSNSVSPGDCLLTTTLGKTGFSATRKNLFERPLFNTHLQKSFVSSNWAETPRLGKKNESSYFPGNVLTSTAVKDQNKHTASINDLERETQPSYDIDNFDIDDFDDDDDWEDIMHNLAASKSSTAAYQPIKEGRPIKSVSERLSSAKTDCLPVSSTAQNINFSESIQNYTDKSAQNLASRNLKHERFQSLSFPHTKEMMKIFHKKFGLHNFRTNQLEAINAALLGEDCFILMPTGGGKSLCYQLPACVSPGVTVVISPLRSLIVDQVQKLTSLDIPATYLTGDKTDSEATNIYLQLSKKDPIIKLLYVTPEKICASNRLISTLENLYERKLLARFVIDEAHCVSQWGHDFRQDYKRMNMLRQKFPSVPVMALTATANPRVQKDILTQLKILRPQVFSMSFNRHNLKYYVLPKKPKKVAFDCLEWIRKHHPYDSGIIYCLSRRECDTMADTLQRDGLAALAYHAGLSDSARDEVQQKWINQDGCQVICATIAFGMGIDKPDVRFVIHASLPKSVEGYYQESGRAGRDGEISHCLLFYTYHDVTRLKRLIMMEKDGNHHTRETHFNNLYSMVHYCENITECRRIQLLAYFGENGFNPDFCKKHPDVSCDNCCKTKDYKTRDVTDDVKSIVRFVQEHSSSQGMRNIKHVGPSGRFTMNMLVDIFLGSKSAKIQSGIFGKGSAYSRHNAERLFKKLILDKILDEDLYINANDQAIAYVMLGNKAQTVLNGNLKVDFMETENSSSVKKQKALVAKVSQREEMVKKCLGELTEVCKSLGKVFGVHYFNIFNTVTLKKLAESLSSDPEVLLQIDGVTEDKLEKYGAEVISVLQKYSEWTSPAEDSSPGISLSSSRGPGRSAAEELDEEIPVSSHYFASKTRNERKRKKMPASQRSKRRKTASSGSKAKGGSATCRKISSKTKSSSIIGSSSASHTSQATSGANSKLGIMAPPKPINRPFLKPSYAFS
Tb PGK inh: inhibitors of T. brucei phosphoglycerate kinase | PGK/GAPDH coupled, Kinase-Glo luminescence, 60 min | actives 0.043% (n = 380,000) | Potency, µM (doses to about 57.5 µM), inactives show at the highest dose activity change, negative = inhibition, actives largely listed as inhibitors | P07378; also: potency is read from the fitted curve at half-maximal effect; % is scaled to controls: 0 for no effect and ±100 for the full control effect; nearly all actives have a fitted effect of over 60% in size
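Recombinant glycosomal PGK reaction used 1,3-bisphosphoglycerate generated in-well by GAPDH (100nM final) in 100mM TEA pH 7.6, 5mM MgCl2, 0.01% Tween-20. After 60 minutes at room temperature, ATP was read by Kinase-Glo Plus luminescence end-point.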
APEX1 inh: APE1 (human) endonuclease inhibition. recombinant APE1, TAMRA/BHQ-2 abasic DNA cleavage fluorescence. AID 2517. Potency, µM (top dose mostly 65.8 µM), inactives show at the highest dose activity change, negative = inhibition, hits mostly inhibitors. P27695. actives 0.35% (n = 350,000);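 also: potency is read from the fitted curve at half-maximal effect; plate controls were vehicle for no effect and reference inhibitor for full effect; nearly all actives have a fitted effect of over 55% in size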
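Quantitative HTS: incision of a TAMRA/BHQ-2 double-stranded substrate bearing a tetrahydrofuran abasic site by 0.75 nM APE1 raises fluorescence. Substrate 50 nM final, added after 15 min compound preincubation at room temperature; progress as third-minus-first kinetic read difference.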
POLK inh: inhibitors of human DNA polymerase kappa. Q9UBT6. purified Pol kappa, fluorescent DNA synthesis assay, 10 min. Potency, µM (doses to about 107 µM), for inactives: at the top dose activity, negative = inhibition, actives largely listed as inhibitors. actives 0.53% (n = 400,000). AID 588579; also: potency is read from the fitted curve at half-maximal effect; % is scaled to controls: 0 for no effect and ±100 for the full control effect
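Inhibition of 10 nM Pol kappa is measured by a fluorescent read-out at 0 and 10 min following addition of 50 nM substrate (final), with a 15-min room-temperature compound preincubation.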
An asterisk follows results filed as active; i = inactive; ? = inconclusive; / = not tested or not shown; [ ] = dose if it differs, or a comment. Unless noted, calls follow the shape of the dose curve; as a rule, active = well fitted curve in the direction sought with a large enough effect; inconclusive = small, poorly fitted or top-dose-only effect, or another doubt; inactive = no such curve, though single readings can be large; an effect the other way counts as inactive or inconclusive.

SMILES	Pol beta inh	Pol iota inh	Anesthetic bind	Pol eta inh	RXFP1 antag	BLM inh	Tb PGK inh	APEX1 inh	POLK inh
CCOc1ccc(CC(=O)Nc2c(C(N)=O)oc3ccccc23)cc1OCC	2%	4%	3%	-13%	10	1%	5%	4%	-5%
CN(c1ccccc1)S(=O)(=O)c1ccc(C(=O)N2CCCC2)cc1	/	18%	/	-8%	1	/	0%	-10%	-5%
COc1ccc(NS(=O)(=O)c2ccc(N3CCN(CCO)CC3)c([N+](=O)[O-])c2)cc1	-18%	8%	-11%	-11%	-7	-7%	i	7%	-1%
COc1ccc(OC)c(Cc2nnc(CCC(=O)NC3CCCCC3)o2)c1	3%	-10%	-7%	-14%	-5	-3%	-7%	3%	-13%
O=C(CO)N/N=C/c1c2ccccc2cc2ccccc12	36%[activator]	126%[activator]	-11%	-11%	-30	-2%	i	0%	1%
COc1cccc(-c2cc(C(=O)NCc3ccco3)no2)c1	-12%	-10%	-16%	-14%	0	-12%	-11%	8%	-5%
CC(=O)c1ccc(NC(=S)NC2CCCC(C)C2C)cc1 (stereo not given)	10%	55%[activator]	?	?	-11	-11%	-6%	11%	0%
CC(Sc1nc(-c2ccc(F)cc2)cs1)C(=O)N1c2ccccc2CC1C (stereo not given)	-10%	-7%	7%	-18%	-34	-5%	-8%	-6%	-13%
COc1cc(C(=O)N2CCC(n3c(C)nc4cc(F)ccc43)CC2)cc(OC)c1OC	53%	7%	3%	2%	-11	4%	i	4%	-3%
CC(C)COc1ccc(-c2nn(-c3ccccc3)cc2C(=O)Nc2nccs2)cc1	3%	8%	-16%	-22%	-3	-11%	11%	-1%	-10%
Cc1c(NC(=O)c2ccc([N+](=O)[O-])o2)cccc1-c1nc2ncccc2o1	-17%	49%[activator]	0%	-10%	11	-13%	i	-7%	-2%
COc1cc2c(cc1OC)CN(C(=O)CSc1nnc3scc(-c4ccccc4)n13)CC2	5%	12%	-12%	-16%	1	-17%	-6%	-2%	-13%
CCN(Cc1ccccc1)C(=O)c1ccc(NC(=O)c2ccc(OC)cc2)cc1	37%	-6%	?	-23%	-12	-10%	-2%	3%	-15%
O=C(Nc1cccc(C(F)(F)F)c1)c1cccnc1N1CCCC1	-1%	0%	-7%	-4%	-11	-4%	-1%	-3%	-7%
O=C(NCCc1ccccc1)c1cnc2sc(N3CCOCC3)nn2c1=O	-12%	-25%	?	3%	2	2%	i	/	-24%
COc1ccc2[nH]c(=O)c(CN(Cc3cccs3)S(=O)(=O)c3c(C)ccc4nsnc34)cc2c1	16%	1%	-22%	-1%	9	-2%	-4%	-1%	-4%
COc1ccc(-n2c(COc3ccccc3)nnc2SCc2ccc(C#N)cc2)cc1	-11%	2%	3%	-3%	-8	-6%	-6%	-6%	-4%
O=S(=O)(c1cccs1)N1CN(CC2CCCO2)c2nc3ccccc3nc21 (stereo not given)	1%	14%	-17%	1%	10	-3%	-5%	0%	-4%
Cc1ccc(NC(=O)C(=O)c2cc(C)n(-c3ccc(F)cc3)c2C)cc1C	15%	?	-14%	0%	-28	-3%	0%	/	0%
NC(=O)CC(NC(=O)Cc1cccc2ccccc12)c1ccc(NC2CCCC2)c([N+](=O)[O-])c1 (stereo not given)	/	26%	/	-19%	/	/	i	/	-4%

A second format for some results above.
SMILES,Pol beta inh,Pol iota inh,Anesthetic bind,Pol eta inh,RXFP1 antag,BLM inh,Tb PGK inh,APEX1 inh,POLK inh
Cc1ccc(NC(=O)C(=O)c2cc(C)n(-c3ccc(F)cc3)c2C)cc1C,15%,?,-14%,0%,-28,-3%,0%,/,0%
NC(=O)CC(NC(=O)Cc1cccc2ccccc12)c1ccc(NC2CCCC2)c([N+](=O)[O-])c1 (stereo not given),/,26%,/,-19%,/,/,i,/,-4%

New compounds follow:
SMILES	Pol beta inh	Pol iota inh	Anesthetic bind	Pol eta inh	RXFP1 antag	BLM inh	Tb PGK inh	APEX1 inh	POLK inh
CCOc1ccc(S(=O)(=O)N2CCN(c3ccccc3)CC2)cc1C(N)=O	0%	2%	1%	-20%	-13	1%	-2%	/	7%
CCOCCn1cnc2sc(C(=O)Nc3nc(C)c(C(=O)OCC)s3)c(C)c2c1=O	9%	/	-8%	/	/	-1%	/	4%	/
Cc1nnc(C)n1/N=C/c1ccccn1	0%	-8%	0%	-3%	-6	-4%	0%	0%	5%
CC(C)c1ccc(OCC(=O)Nc2ccccc2C(=O)N2CCOCC2)cc1	38%	14%	-2%	-16%	4	1%	1%	-8%	-12%
COc1cccc(-c2nnc(NC(=O)c3ccc(S(=O)(=O)N4CCOCC4)cc3)o2)c1	14%	17%	-8%	-15%	-1	-2%	-5%	0%	-2%
Cc1cc(C)cc(NC(=O)N2CCN(C(=O)c3nsc4ccccc34)CC2)c1	36%[activator]	-12%	?	3%	-24	-3%	-3%	/	-5%[60.1 µM]
Nc1[nH]c(=S)[nH]c(=O)c1-c1ccccc1	-13%	-3%	3%	-14%	-21	0%	-8%	3%	11%
CN(C(=O)c1ccc(NC(=O)Cc2ccc(NC(=O)C3CCN(C(=O)C4CC4)CC3)cc2)cc1)C1CCCC1	/	?	/	-10%	/	/	0%	/	-8%
COc1ccccc1S(=O)(=O)Nc1cc(C)nn1-c1ccc(C)cc1	28%	46%[activator]	-12%	-18%	0	-4%	-1%	-9%	-4%
Nc1cccc(-c2nc3ncccc3o2)c1	6%	100%[activator]	-11%	-7%	6	-4%	6%	-6%	-6%

9 entries from above, sorted by number of heavy atoms, lowest first.
SMILES	Pol beta inh	Pol iota inh	Anesthetic bind	Pol eta inh	RXFP1 antag	BLM inh	Tb PGK inh	APEX1 inh	POLK inh
Nc1[nH]c(=S)[nH]c(=O)c1-c1ccccc1	-13%	-3%	3%	-14%	-21	0%	-8%	3%	11%
Nc1cccc(-c2nc3ncccc3o2)c1	6%	100%[activator]	-11%	-7%	6	-4%	6%	-6%	-6%
COc1ccccc1S(=O)(=O)Nc1cc(C)nn1-c1ccc(C)cc1	28%	46%[activator]	-12%	-18%	0	-4%	-1%	-9%	-4%
Cc1ccc(NC(=O)C(=O)c2cc(C)n(-c3ccc(F)cc3)c2C)cc1C	15%	?	-14%	0%	-28	-3%	0%	/	0%
Cc1cc(C)cc(NC(=O)N2CCN(C(=O)c3nsc4ccccc34)CC2)c1	36%[activator]	-12%	?	3%	-24	-3%	-3%	/	-5%[60.1 µM]
CCOCCn1cnc2sc(C(=O)Nc3nc(C)c(C(=O)OCC)s3)c(C)c2c1=O	9%	/	-8%	/	/	-1%	/	4%	/
COc1cccc(-c2nnc(NC(=O)c3ccc(S(=O)(=O)N4CCOCC4)cc3)o2)c1	14%	17%	-8%	-15%	-1	-2%	-5%	0%	-2%
COc1ccc2[nH]c(=O)c(CN(Cc3cccs3)S(=O)(=O)c3c(C)ccc4nsnc34)cc2c1	16%	1%	-22%	-1%	9	-2%	-4%	-1%	-4%
CN(C(=O)c1ccc(NC(=O)Cc2ccc(NC(=O)C3CCN(C(=O)C4CC4)CC3)cc2)cc1)C1CCCC1	/	?	/	-10%	/	/	0%	/	-8%

The list goes on:
SMILES	Pol beta inh	Pol iota inh	Anesthetic bind	Pol eta inh	RXFP1 antag	BLM inh	Tb PGK inh	APEX1 inh	POLK inh
N/C(=N\O)c1ccc(Cl)cc1Cl	17%	22%	-11%	7%	3	-4%	-8%	15%	-12%
Cc1ccccc1N1C(=O)N(c2cccc(C(F)(F)F)c2)C2CS(=O)(=O)CC21 (stereo not given)	14%	8%	-19%	-3%	2	1%	-11%	-1%	-5%
COc1cc(NC(=O)OCc2ccccc2)c2ncccc2c1	/	-2%	/	-11%	-18	/	6%	/	-32%
CCC(=O)OC1=CN(Cc2ccccc2)S(=O)(=O)c2ccccc21	6%	20%	6%	-10%	-14	-6%	i	/	-12%
CCCCCN(C(=O)CCC(=O)OCCOc1ccc(OCC)cc1)c1c(N)n(CCCC)c(=O)[nH]c1=O	/	19%	/	-9%	-16	/	i	26%	-16%
Cc1ccc(C=Nc2ccc(N(C)C)cc2)o1	20%	?	-21%	-11%	-36	-4%	-11%	2%	5%
Cc1oc(-c2ccccc2F)nc1CS(=O)(=O)CC(=O)N1CCOCC1	-6%	-10%	2%	-6%	-5	4%	4%	-7%	-16%
O=C(COc1ccccc1-c1nc(-c2ccccc2)no1)Nc1ccc([N+](=O)[O-])cc1	-1%	4%	-10%	-5%	/	-3%	10%	/	-3%
Cc1ccc(NC(=O)c2cc(N3C(=O)C=CC3=O)ccc2N2CCOCC2)cc1Cl	-2%	23%	-19%	-17%	-71*	-4%	-5%	7%	1%
COC(=O)c1cc2sccc2n1Cc1ccc(F)cc1	0%	22%	76%[activator]	?	-16	-6%	i	/	-2%[60.1 µM]
Cn1c(=O)cc(Nc2ccccc2)[nH]c1=O	-6%	137%[activator]	0%	-5%	-3	-6%	i	54%[activator]	-8%
COC(=O)C1OC(OC2CC[C@]3(C)C(CC[C@@]4(C)[C@@H]3CC=C3[C@@H]5CC(C)(C)CC[C@]5(C(=O)OC5OC(CO)C(O)C(O)C5O)CC[C@]34C)C2(C)C)C(O)C(O)C1O[C@H]1OCC(O)C(O)C1O (stereo not given in full)	/	-1%	/	-8%	/	/	-9%	28%	7%
CCOc1ccc(N(CC(=O)NC(C)(C)C)S(=O)(=O)c2c(C)noc2C)cc1	?	4%	-13%	-12%	/	-7%	-1%	7%	-13%
O=C(CCSc1ccccc1)NCCN1CCOCC1	-1%	3%	-8%	-4%	-10	0%	-6%	-3%	6%
Cc1ccc(S(=O)(=O)N2CCC(C(=O)OCC(=O)NCc3cccc(Cl)c3)CC2)cc1C	/	-22%	/	-13%	-3	/	-2%	0%	-15%

An excerpt; rates above refer to the full screens.
